VLA-4 inh: inhibition in a human VLA-4 binding assay. VLA-4 expressing cells, ligand binding flow cytometry. 0.2% of 330,000 active. P13612. inhibition, % (about 7 µM as worked out from the volumes in the protocol). AID 2557; in the data active = inhibition above about 50%
Target sequence (P13612 whole entry, looked up): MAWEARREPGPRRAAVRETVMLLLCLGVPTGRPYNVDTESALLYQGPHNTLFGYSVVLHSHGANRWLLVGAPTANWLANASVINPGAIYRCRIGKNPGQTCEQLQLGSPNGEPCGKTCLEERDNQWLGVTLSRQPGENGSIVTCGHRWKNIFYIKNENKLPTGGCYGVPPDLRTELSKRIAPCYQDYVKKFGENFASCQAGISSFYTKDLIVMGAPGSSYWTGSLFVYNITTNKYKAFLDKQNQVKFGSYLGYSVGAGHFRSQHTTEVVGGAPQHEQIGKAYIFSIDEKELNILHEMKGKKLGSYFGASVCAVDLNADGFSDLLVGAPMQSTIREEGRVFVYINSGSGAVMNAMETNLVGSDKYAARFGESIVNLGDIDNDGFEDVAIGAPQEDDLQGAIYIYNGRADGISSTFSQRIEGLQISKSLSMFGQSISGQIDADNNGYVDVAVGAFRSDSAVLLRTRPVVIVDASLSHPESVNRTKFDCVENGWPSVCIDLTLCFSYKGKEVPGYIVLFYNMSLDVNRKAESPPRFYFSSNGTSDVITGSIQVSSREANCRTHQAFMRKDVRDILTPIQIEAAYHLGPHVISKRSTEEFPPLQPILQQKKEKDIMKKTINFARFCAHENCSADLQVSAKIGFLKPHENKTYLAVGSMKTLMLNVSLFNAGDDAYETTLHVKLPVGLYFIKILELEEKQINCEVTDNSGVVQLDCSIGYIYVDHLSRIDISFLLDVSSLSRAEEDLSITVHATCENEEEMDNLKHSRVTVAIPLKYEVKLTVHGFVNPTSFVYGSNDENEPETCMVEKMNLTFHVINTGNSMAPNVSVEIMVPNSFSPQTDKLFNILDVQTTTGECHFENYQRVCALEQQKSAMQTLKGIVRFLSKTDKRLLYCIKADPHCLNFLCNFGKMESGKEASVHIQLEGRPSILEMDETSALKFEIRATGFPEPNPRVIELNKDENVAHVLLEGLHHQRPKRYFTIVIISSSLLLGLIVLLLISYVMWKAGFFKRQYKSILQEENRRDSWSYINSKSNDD
AGP1 TOR yeast: modulators of TOR pathway AGP1-GFP in S. cerevisiae | S. cerevisiae AGP1-GFP multiplex flow cytometry, 3 h; GFP as percent of DMSO wells | GFP response vs DMSO, % at 10 µM | 0.02% of 320,000 active;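 active = GFP response relative to DMSO above a set limit, near screen average plus 3 SD, cut at about 150% in these data; inconclusive = fewer than 70 cells counted for the yeast strain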;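 note: median GFP channel fluorescence of the gated AGP1 strain per well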
MCL1-BIM inh: inhibitors of human MCL1 binding to BIM-BH3 peptide | Q07820 | inhibition, % at 10.9 µM | 0.68% of 320,000 active | GST-MCL1 / FITC-Bim-BH3 fluorescence polarization | AID 2057;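 active = inhibition above the mean inhibition of all tested compounds plus 3 SD, set per campaign, cut at about 40% in these data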;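 note: 0% = DMSO wells and 100% = unlabeled Bim-BH3 peptide control; higher means more loss of mP so more displacement of Bim peptide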
CR mimetic SO: yeast age-related superoxide inhibition as caloric restriction mimetic. S. cerevisiae aged cells, superoxide DHE fluorescence; stronger effect = lower value. superoxide response (% of plate mean), % at 10 µM. 0.18% of 330,000 active;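 active = superoxide response under a set limit, about three screen SD below normal, cut at about 65% in these data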;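 note: yeast aged for seven days with compound at 30 °C before DHE staining; 100% = average MFI of all compound-treated wells on the plate with controls excluded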
GLD-1 RNA inh: GLD-1-TGE RNA interaction inhibition (C. elegans) | purified GLD-1 + fluorescein TGE RNA, fluorescence polarization | inhibition, % at 5.96 µM | 0.44% of 320,000 active | AID 2280;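 active = percent inhibition above a per-plate cutoff, the plate mean of test compounds plus 3 SD, cut at about 30% in these data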;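 note: 0% = DMSO wells with GLD-1 and probe and 100% = wells lacking GLD-1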
MEX-5 binding: C. elegans MEX-5 TCR-2 RNA binding activity; MEX-5/FITC-TCR2 RNA binding, fluorescence polarization; stronger effect = lower value; AID 1832; 0.38% of 300,000 active; Q9XUB2; activity score (negative = inhibition of binding), % at 10 µM;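 active = inhibition past about -25% in most replicates, and total fluorescence under double the plate's negative control median, limit read from the data; inconclusive = replicates evenly split on the limit, or fluorescence at least double controls; inactive = too little inhibition in most replicates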;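 note: 0% = DMSO and -100% = 5 µM competing unlabeled TCR2 RNA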
BCLXL inh: blocks human Bcl-xL binding to Bim BH3 peptide. GST-Bcl-xL / FITC-Bim BH3 peptide fluorescence polarization. 0.7% of 320,000 active. Q07817. inhibition, % at 10.9 µM;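 active = inhibition above the mean of all tested compounds plus 3 SD, cutoff set per campaign, cut at about 30% in these data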;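 note: 0% = DMSO wells and 100% = unlabeled Bim-BH3 peptide competitor; inhibitors lower millipolarization by displacing the labeled peptide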
CIT2-GFP yeast: alters CIT2-GFP fluorescence in TOR pathway yeast screen | S. cerevisiae CIT2-GFP strain, flow cytometry, 3 h; 100 means same as DMSO wells | GFP response vs DMSO, % at 10 µM | 0.065% of 320,000 active;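 active = GFP response relative to DMSO above a set limit, near the screen mean plus 3 SD, cut at about 150% in these data; inconclusive = Fewer than 70 cells measured for a yeast strain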;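 note: ratio of well median GFP fluorescence to mean of DMSO wells on the plate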
GRK2 inh: blocks RNA aptamer binding to human GRK2; inhibition of aptamer binding, % at 10 µM; P25098; bead flow cytometry, FAM-aptamer displacement from GRK2; AID 488847; 0.59% of 330,000 active;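 active = inhibition of aptamer binding above 40%, roughly 3 SD of noise, on plates passing a quality check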;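 note: median bead fluorescence of bound FAM aptamer so fluorescent compounds give negative values; no value below 0 was filed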
An asterisk follows results filed as active; ? = inconclusive; / = not tested or not shown; [ ] = remark or other dose.

Every second line gives: VLA-4 inh | AGP1 TOR yeast | MCL1-BIM inh | CR mimetic SO | GLD-1 RNA inh | MEX-5 binding | BCLXL inh | CIT2-GFP yeast | GRK2 inh
1	Cc1ccccc1OCC(=O)Nc1ccc2[nH]ncc2c1
→ 4 | 96 | 2 | 98 | -2 | 1.3 | -2 | 97 | 6
2	O=C(COC(=O)c1ccc(Cl)nc1)NNC(=O)c1ccc(Br)cc1
→ 13 | 92 | -2 | 97 | -1 | / | -2 | 89 | 1
3	O=C(O)C1CCCCC1C(=O)NCCc1cccc(Cl)c1 (stereo not given)
→ 4 | 100 | 4 | 112 | 2 | -1.4 | 7 | 98 | 2
4	O=C(Nc1cccc(-c2nc3ccccc3s2)c1)c1cc(-n2cnnc2)ccc1Cl
→ 10 | 98 | 4 | 94 | -3 | 0.1 | 2 | 97 | 4
5	Cc1c(/C=N/NC(=O)c2cc(C(C)(C)C)[nH]n2)c2ccccc2n1C
→ 3 | 114 | 1 | 98 | 7 | 0.6 | 3 | 118 | 2
6	CN1C(=S)N2CCCN2C1c1ccccc1 (stereo not given)
→ -8 | 105 | -7 | 108 | 6 | -1.0 | 5 | 106 | 0
7	COc1ccc(N2Cc3ccccc3C2=NC(=O)c2ccc(C)cc2)cc1OC
→ -3 | 92 | -10 | 99 | -3 | 1.3 | -2 | 86 | 0
8	NNC(=O)/C(=N/Nc1ccccc1)S(=O)(=O)c1ccc(Cl)cc1
→ 6 | ? | 14 | 93 | 5 | 2.3 | 0 | 88[may fluoresce red] | 0
9	Cc1ccc(NC(=O)c2cnccn2)c(C)c1
→ -8 | 97 | 7 | 102 | 4 | 0.2 | 1 | 95 | 4
10	O=C(O)/C=C/C(=O)Nc1nc(-c2ccc3ccccc3c2)cs1
→ 6 | 115 | 0 | 117 | -2 | 0.2 | 5 | 105 | 0
11	Cc1cc(C)cc(C(=O)NCc2ccc3c(c2)OCO3)c1
→ -1 | 101 | -23 | 103 | 10 | 1.5 | 0 | 104 | 0
12	COC(C(=O)Nc1ccc(S(=O)(=O)Nc2ccc(F)cc2)cc1)c1ccccc1 (stereo not given)
→ / | / | 1 | / | 6 | 0.7 | 5 | / | /
13	Cc1cc(-c2csc(N)n2)c(C)n1CCC(C)C
→ -3 | 96 | 33 | 103 | 16 | 1.4 | 24 | 99 | 0
14	COCCNC(=O)Cn1cc(/C=C(\C#N)C(=O)NC2CC2)c2ccccc21
→ 8 | 106 | 4 | 99 | 5 | -1.1 | 1 | 106 | 0
15	COC(=O)c1cc(Br)c(=O)n(-c2ccccc2OC)c1
→ -10 | 87 | 1 | 105 | 0 | 0.9 | 1 | 88 | 0
16	CCn1c(C)c(C(=O)O)c2cc(OC)c3ccccc3c21
→ 2 | 91 | 9 | 121 | 14 | -0.1 | 9 | 84 | 3
17	Cc1cccc(OCC(=O)NCC(=O)N/N=C/c2cc(Br)ccc2OCc2ccccc2)c1
→ 5 | 99 | 4 | 104 | 5 | 1.6 | 6 | 101 | 1
18	CCN1CCN(C(=O)C2c3cc(OC)c(OC)cc3C(=O)N3CCc4ccccc4C23)CC1 (stereo not given)
→ -6 | 102 | 3 | 96 | 2 | -1.0 | 2 | 98 | 0
19	COC(=O)CSc1nc2ccccc2nc1SCC(=O)OC
→ 3 | 99 | 4 | 94 | -2 | -0.1 | 5 | 98 | 2
20	CNCC(=O)N(CC(C)C)c1c(N)n(CC(C)C)c(=O)[nH]c1=O
→ -5 | 101 | 24 | 149 | -5 | 1.4 | 12 | 102 | 2
21	Cc1cccc(Nc2nc(C)cc(C)n2)c1
→ -3 | 96 | / | 99 | / | 1.1 | / | 104 | 1
22	COC(=O)C1CC(=O)N(c2ccc(C)cc2)C1 (stereo not given)
→ -6 | 105 | -11 | 107 | 1 | 0.7 | -2 | 108 | 94*
23	COc1ccc(NC2CCCN(C(=O)c3cccc(C(F)(F)F)c3)C2)cc1OC (stereo not given)
→ 10 | 103 | -7 | 109 | -11 | -0.6 | 2 | 100 | 1
24	C/C(=N\Nc1cccc([N+](=O)[O-])c1)c1cc(F)ccc1O
→ 25 | 95 | -8 | 97 | -1 | -0.4 | -4 | 88 | 0
25	Cc1cc(C)n(-c2ccc(C(=O)Nc3nc4ccccc4s3)cc2)n1
→ 1 | 96 | 3 | 116 | 3 | -1.8 | 3 | 94 | 5
26	Cc1ccc(C(=O)Nn2c(C)nc3ccccc3c2=O)cc1C
→ -1 | 95 | -5 | 109 | 14 | 2.1 | 3 | 108 | 1
27	Cc1ccc2ncnc(NCCCN3CCOCC3)c2c1
→ 11 | 101 | -1 | 99 | 0 | -6.1 | -4 | 92 | 0
28	Cc1cccc2cc(CN(Cc3ccco3)S(=O)(=O)c3ccc4c(c3)OCCO4)c(=O)[nH]c12
→ -2 | 96 | -3 | 114 | -5 | -1.0 | -1 | 84 | 1
29	CCCOc1ccc(-c2nc(SCc3ccccc3)[nH]c(=O)c2C#N)cc1OC
→ 1 | 97 | 8 | 103 | -1 | -2.9 | 5 | 106 | 0
30	Cc1ccc(Sc2ncccc2O)cc1
→ -3 | 106 | -1 | 84 | 5 | 0.5 | 7 | 101 | 4
31	CCc1ccc(NC(=O)[C@H](C)NC(=O)C2CCN(C(=O)[C@@H](N)Cc3ccccc3)CC2)cc1
→ -4 | 111 | -6 | 73 | -1 | -1.4 | -4 | 111 | 0
32	Nn1c(SCC(=O)N2CCOCC2)nnc1-c1ccccc1Cl
→ 13 | 101 | 4 | 100 | 6 | -2.0 | 4 | 99 | 0
33	O=C(NCc1cccc(CNC(=O)c2ccco2)c1)c1ccco1
→ 12 | 95 | 2 | 70 | 3 | 0.3 | -2 | 100 | 4
34	CCN(CC)S(=O)(=O)c1ccc(OC)c(-n2cnnn2)c1
→ -5 | 97 | 4 | 100 | -6 | 1.4 | -8 | 102 | 1
35	CCCCOc1cccc(C(=O)N(Cc2ccco2)C2CCS(=O)(=O)C2)c1 (stereo not given)
→ 32 | ? | 0 | 122 | 3 | 1.5 | -1 | ? | 2
36	O=C(COC(=O)c1ccc(S(=O)(=O)N2CCc3ccccc3C2)cc1)NC(=O)NCc1ccco1
→ 17 | 101 | 3 | 98 | 2 | 1.4 | -2 | 102 | 1
37	CCOC(=O)c1cnn2c(C(F)(F)F)cc(-c3ccccc3)nc12
→ 7 | 87 | 3 | 96 | -4 | -1.1 | 5 | 97 | 0
38	COc1ccc(-c2cc(C(F)F)nc(-n3nc(C)cc3C)n2)cc1
→ 3 | 96 | 5 | 100 | 5 | -0.5 | 7 | 84 | 0
39	CC1CCCN(C(C(=O)Nc2ccc(C(C)C)cc2)c2ccc3c(c2)OCO3)C1 (stereo not given)
→ 14 | 101 | 1 | 100 | 3 | -1.4 | -2 | 92 | 0
40	CC(C)NC(=O)Nc1ccc2c(c1)C(=O)N([C@H](C)CO)C[C@H](C)[C@@H](CN(C)S(=O)(=O)c1cccs1)O2
→ -24 | 102 | / | 100 | 4 | / | / | 101 | 7
41	COC(=O)c1ccc(Cn2nc(C(F)(F)F)cc2C)cc1
→ -3 | 103 | -1 | 104 | 2 | -1.7 | 1 | 100 | 0
42	CC(C)CNCC1OCc2ccccc2CO1
→ -1 | 96 | 5 | 96 | -3 | 1.9 | 4 | 93 | 0
43	Cc1nn(-c2cc(N3CCOCC3)ccc2[N+](=O)[O-])c(=O)c2ccccc12
→ -6 | 95 | -5 | 81 | 3 | -0.7 | -1 | 94 | 0
44	CCCCN1C(=O)C(=Nc2cccc3cnccc23)c2ccccc21
→ 26 | 93 | 3 | 135 | 4 | -0.4 | 4 | 91 | 1
45	Cc1ccc(C(=O)O/N=C/c2c(Cl)n(C)c3ccccc23)cc1
→ 30 | 99 | 3 | 105 | -2 | -1.3 | 4 | 97 | 1
46	O=C(N/N=C/c1ccco1)c1cccc(N2CCCC2=O)c1
→ 3 | 100 | 6 | 97 | -2 | -1.0 | 4 | 99 | 1
47	CCC1(C)Cc2ccccc2-c2nc3n(c(=O)c21)CCCCC3 (stereo not given)
→ -8 | / | 12 | 124 | 7 | -1.5 | 8 | 96 | 7
48	CCCN1CCN(CCCNC(=O)c2cc3c(=O)n(C)c4ccccc4c3n2C)CC1
→ -10 | 104 | 4 | 111 | -5 | -0.3 | 6 | 97 | 0
49	COc1cccc(-c2nc(CS(=O)(=O)CC(=O)Nc3cccc(C(C)=O)c3)c(C)o2)c1
→ 7 | 102 | 13 | 97 | 6 | 0.7 | 5 | 105 | 0
50	CC(=O)Nc1ccc(Nc2ccc([N+](=O)[O-])cn2)cc1
→ 4 | 91 | -3 | 100 | -1 | 0.9 | 2 | 104 | /
51	CN(CC1COc2ccccc2O1)C(=S)NC1CCCCC1 (stereo not given)
→ 6 | 108 | 1 | 103 | 2 | -1.4 | 6 | 100 | 1
52	C=CCNC(=S)NS(=O)(=O)c1cccs1
→ 14 | 101 | 12 | 97 | -3 | -1.3 | 11 | 96 | 1
53	Fc1ccccc1CNC(=S)NCc1ccc(Cl)cc1
→ 4 | 90 | 10 | 102 | 5 | -3.5 | 1 | 92 | 0
54	COc1ccccc1NC(=O)COC(=O)c1cc([N+](=O)[O-])ccc1N1CCCC1
→ 11 | 93 | -2 | 105 | 7 | / | -3 | 81 | 0
55	O=C(NCc1cccnc1)c1ccccc1NS(=O)(=O)c1ccc(F)cc1F
→ / | 97 | 11 | 116 | 7 | 0.8 | 5 | 95 | 4
56	O=C(Nc1nc(-c2ccc(Cl)cc2)cs1)c1cccnc1
→ 5 | 95 | -1 | 94 | 2 | -1.0 | -2 | 90 | 0
57	Nc1nccnc1C(=O)OCC(=O)NNC(=O)c1ccccc1
→ 19 | ? | 4 | 121 | 13 | -2.8 | 5 | ? | 3
58	COc1ccc(CC(C)N2CCN(c3ccccc3)CC2)cc1OC (stereo not given)
→ -12 | 106 | 6 | 92 | 1 | -0.3 | 7 | 104 | 3
59	O=C1OC(c2ccccc2)=C/C1=C\N1CCOCC1
→ -6 | 100 | 5 | 94 | 1 | 1.7 | -2 | 97 | 8
60	N#Cc1c(F)cccc1N1CCN(Cc2ccc3c(c2)OCO3)CC1
→ 4 | 98 | -7 | 88 | 11 | -1.1 | 3 | 99 | 0

Following part.
Every second line gives: VLA-4 inh | AGP1 TOR yeast | MCL1-BIM inh | CR mimetic SO | GLD-1 RNA inh | MEX-5 binding | BCLXL inh | CIT2-GFP yeast | GRK2 inh
61	CN1CCN(c2nc3c(c(=O)[nH]c(=O)n3C)n2Cc2ccccc2F)CC1
→ 11 | 106 | -4 | 105 | 2 | 0.1 | -1 | 104 | 1
62	C/C=C(\C)C(=O)Nc1cccc(C2=NOC3(C2)C[C@@H](C(N)=O)N(C(=O)c2ccccc2C(=O)c2ccccc2)C3)c1 (stereo not given in full)
→ 12 | 86 | 8 | 95 | 3 | -1.1 | 5 | 75 | 5
63	C=CCn1c(SCC(=O)Nc2nccs2)nnc1-c1cc2cccc(OC)c2o1
→ 8 | 101 | -8 | 117 | 5 | 0.9 | -5 | 98 | 1
64	O=C(Cc1ccc(Cl)c(Cl)c1)N/N=C/c1cccnc1
→ 9 | 111 | 10 | 89 | 3 | -2.8 | 5 | 107 | 0
65	COc1cc(OC)c(NC(=O)Cc2cccs2)cc1Cl
→ 7 | 96 | 1 | 90 | -1 | 1.6 | 0 | 105 | 0

High-throughput results deposited in PubChem BioAssay by several laboratories.
